BH1578 lux ind – inducers of Vibrio cholerae quorum light production without autoinducers; activation, % at 18.7 µM; hit rate 0.16% among 350,000; AID 588436; V. cholerae BH1578 lux reporter, luminescence, 6 h; in the data active means activation mostly above about 9.7%, no sharp cut-off; further: not every result past the cut was called active; inactives centre near 0; reference of the scale not given here
3CLpro inhibitor – SARS-CoV 3CLpro protease inhibition. hit rate 0.14% among 290,000. recombinant SARS-CoV 3CLpro, quenched FRET peptide cleavage. P0C6X7. inhibition, % at 6 µM. AID 1706; in the data active means inhibition above about 12%
TcdB inh – blocks C. difficile toxin B glycohydrolase activity; hit rate 0.24% among 350,000; TcdB glycohydrolase enzymatic assay, plate reader; AID 652162; P18177; inhibition, % at 9.99 µM; in the data active means inhibition above about 10%
Yp Topo-I inh – blocks Yersinia pestis topoisomerase I activity; Y. pestis Topo-I cleavage product accumulation, plate reader; activity, % at 10 µM; hit rate 0.064% among 360,000; AID 504884; in the data active means activity above about 50%, passing the limit was not always enough; further: inactives centre near 2
VHR inh abs – inhibitors of human VHR1 phosphatase (DUSP3); inhibition, % at 13.3 µM; P51452; recombinant VHR phosphatase, pNPP absorbance; hit rate 0.52% among 290,000; in the data active means inhibition above about 50%; further: some compounds called inactive have numbers as strong as hits
Target sequence (P51452 whole entry, looked up): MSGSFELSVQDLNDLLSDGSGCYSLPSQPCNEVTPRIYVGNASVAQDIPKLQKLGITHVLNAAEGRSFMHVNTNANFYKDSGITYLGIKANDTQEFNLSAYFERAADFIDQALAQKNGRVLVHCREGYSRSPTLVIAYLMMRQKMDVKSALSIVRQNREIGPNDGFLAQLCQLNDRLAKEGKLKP
MazEF act – MazEF (E. coli) toxin RNase activation; P0AE70; FAM/BHQ RNA-DNA oligo cleavage fluorescence, 5 h; activation, % at 20 µM; hit rate 0.32% among 350,000; AID 504720; in the data active means activation above about 50%
Target sequence (P0AE70 whole entry, looked up): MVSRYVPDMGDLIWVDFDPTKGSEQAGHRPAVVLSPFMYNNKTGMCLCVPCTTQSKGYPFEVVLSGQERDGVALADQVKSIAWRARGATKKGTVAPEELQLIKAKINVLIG
CCHF vOTU inh – CCHFV vOTU protease inhibition. inhibition, % at 11.5 µM. Pep-AMC fluorescence. hit rate 0.55% among 370,000; in the data active means inhibition above about 30%; further: 0% = vehicle wells with enzyme and 100% = no enzyme wells
Rv3671c protease – inhibits the M. tuberculosis serine protease Rv3671c; hit rate 0.048% among 320,000; inhibition, % at 5.96 µM; in the data active means inhibition above about 38%;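 further: extracellular domain of Rv3671c used as enzyme; 0% = enzyme with DMSO and 100% = no enzyme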
Target sequence (P9WHR9 whole entry, looked up, the tested form may be a part): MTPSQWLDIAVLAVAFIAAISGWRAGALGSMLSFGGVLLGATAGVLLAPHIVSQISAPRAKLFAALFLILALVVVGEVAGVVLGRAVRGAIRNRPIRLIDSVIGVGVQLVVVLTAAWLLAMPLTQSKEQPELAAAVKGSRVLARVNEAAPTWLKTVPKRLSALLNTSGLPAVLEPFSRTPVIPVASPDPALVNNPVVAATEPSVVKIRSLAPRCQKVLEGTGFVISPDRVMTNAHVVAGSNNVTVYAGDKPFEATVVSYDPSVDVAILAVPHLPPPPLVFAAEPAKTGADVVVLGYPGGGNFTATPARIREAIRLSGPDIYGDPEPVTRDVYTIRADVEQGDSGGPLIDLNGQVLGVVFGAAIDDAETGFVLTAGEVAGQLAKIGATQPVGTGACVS
PrPC TRFRET – cell surface PrPC inhibition, primary TR-FRET screen; TR-FRET read-out; inhibition, % at 13.8 µM; hit rate 0.43% among 370,000; AID 720596; in the data active means inhibition above about 24%; further: 0% = median of the test wells and 100% = reference compound wells
PriA SSB inh – inhibitors of Klebsiella pneumoniae PriA binding to SSB C-terminal tail. AlphaScreen SSBct-PriA binding, biotinylated peptide. inhibition, % at 33 µM. hit rate 0.6% among 430,000; in the data active means inhibition mostly above about 37%, no sharp cut-off; inactive means mostly below about 20%;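 further: plate controls were negative control peptide for no effect and reference peptide for full effect; strong numbers were not always called active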
Numbers without * were called inactive; i = inactive; x = not tested or not shown; & = joins results of further samples. This is a subset; count on the stated rates, not on these rows.

SMILES	BH1578 lux ind	3CLpro inhibitor	TcdB inh	Yp Topo-I inh	VHR inh abs	MazEF act	CCHF vOTU inh	Rv3671c protease	PrPC TRFRET	PriA SSB inh
COc1ccccc1/C=N/NC(=O)CC(=O)NCc1ccccc1	-0.8	3	11*	8	-6	0	11	3	5	x
Cc1cc(C)n(C(C)CC(=O)Nc2ccc3c(c2)OCCO3)n1 (stereo unspecified)	i	3	0.5	-8	-7	0	-8	0	5	-14
O=S(=O)(Nc1cccc(S(=O)(=O)N2CCCC2)c1)c1cccs1	x	x	1.8	3	x	-1	-2	3	8	-8
CCCCNC(=O)Cn1nc([N+](=O)[O-])c([N+](=O)[O-])c1C	i	7	x	14	4	5	7	-7	-1	-4
CC(C)(CN1CCc2ccccc2C1)NS(=O)(=O)c1ccc(Cl)cc1	-0.5	5	1.7	-4	-3	5	6	8	-4	-29
CC(C)=C1C2CCC1C1C(=O)N(NC(=O)COc3ccc(C(C)(C)C)cc3)C(=O)C21 (stereo unspecified)	-2.8	1	x	4	-36	7	22	7	-4	-13
Cc1cccc(OCC(=O)OCC(=O)N2CCN(C(=O)c3ccco3)CC2)c1C	0.7	5	1.6	-1	-3	0	-1	-1	4	-8
COc1ccc(CCNC(=O)COC(=O)C23CC4CC(CC(Br)(C4)C2)C3)cc1	-4.5	1	0.3	40	-6	-13	7	-1	-2	-15
Cc1cc(OCC(=O)N[C@@H](Cc2ccccc2)C(=O)O)c2c3c(c(=O)oc2c1)CCCC3	-0.4	-1	-2.1	13	25	0	-14	-4	1	2
COc1cccc(CC(=O)OCC(=O)N(C)CC(=O)Nc2ccc(Cl)c(C(F)(F)F)c2)c1	2.9	x	2.7	-4	x	-2	6	-13	-1	1
CCOc1ccc(CN2CCNC(=O)C2CC(=O)NCCN2CCOC2=O)cc1 (stereo unspecified)	-4.2	3	-1.1	12	-14	0	12	2	3	-15
CCOC(=O)c1ccccc1C(=O)OCC	-0.2	x	1.1	-4	x	-73	-3	-1	-3	-10
COc1ccc(OC)c(N(C)S(=O)(=O)c2cc3c(cc2C)NC(=O)CO3)c1	-0.2	-4	-0.7	0	-2	13	2	3	-2	4
O=c1cnc2ccccc2n1Cc1ccccc1	i	x	-1.3	4	x	-1	-11	x	-8	x
Cc1cc2c(cc1C)C(=O)C(Br)=C(N)C2=O	3.3	x	-0.7	21	x	2	78*	x	-7	-12
NC(=O)/C(=C\c1ccc([N+](=O)[O-])o1)c1ccco1	-0.3	x	-1.1	1	x	x	8	x	-34	x
Cc1ccc2cc(CN(Cc3ccco3)C(=S)NCC3CCCO3)c(=O)[nH]c2c1 (stereo unspecified)	-0.2	4	x	21	20	-11	x	-2	x	4
Cc1ccc(OCC(=O)Nc2ccc(N3CCOCC3)cc2)cc1	-1.5	3	0.0	-1	19	3	-1	2	9	11
COC(=O)c1c(C)[nH]c(C(=O)C(C)OC(=O)C2CC(=O)N(CCc3ccccc3)C2)c1C (stereo unspecified)	-0.6	x	0.2	14	x	-6	33*	-12	-6	-2
COc1ccc(NC(=O)C2CCN(c3nnnn3-c3ccccc3)CC2)cc1	-3.1	-1	x	-5	27	1	-1	-1	0	-10
CN=C(Nc1cc(C)nn1CCC#N)c1ccccc1	-0.1	-5	1.5	1	3	0	-2	7	-3	4
O=C(NCCCN1CCN(c2ccc(F)cc2)CC1)NC12CC3CC(CC(C3)C1)C2	-0.8	-6	1.1	9	14	11	-4	-2	-14	7
N#CCC(=O)Nc1ccc(C(=O)OCC(=O)N=c2sccn2Cc2ccccc2Cl)cc1	-2.0	x	1.5	1	x	-17	-6	-33	3	1
O=S(=O)(Nc1nc2ccccc2nc1Cl)c1ccc(F)cc1	-0.6	3	0.5	2	18	-7	-3	-10	6	-6
COc1cccc(/C=c2\s/c(=C\C(=O)C(C)(C)C)[nH]c2=O)c1	-1.1	2	0.4	1	12	4	0	-5	9	x

Carrying on.
SMILES	BH1578 lux ind	3CLpro inhibitor	TcdB inh	Yp Topo-I inh	VHR inh abs	MazEF act	CCHF vOTU inh	Rv3671c protease	PrPC TRFRET	PriA SSB inh
CSc1nsc(NC(=O)CCNC(=O)c2ccc([N+](=O)[O-])cc2)n1	-0.3	1	0.8	-2	47	0	8	3	-22	3
O=S(=O)(Nc1ccc2ccccc2n1)c1ccccc1	i	0	0.6	2	0	-1	1	-2	3	-3
CCS(=O)(=O)c1ccc(-c2cccc(NC(=O)COc3ccc(Cl)cc3)c2)nn1	-1.7	1	-0.6	15	44	2	3	-7	3	8
Cc1ccc(-c2csc(SCC(=O)Nc3cc(C)on3)n2)cc1	2.6	1	-1.2	27	3	24	1	5	-2	-6
CC(C)N(C(=O)[C@H]1CC(CC(=O)NCCCN(C)C)C(=O)N2CCc3c([nH]c4ccccc34)[C@]12C)C(C)C (stereo partly specified)	-0.7	x	0.7	-17	x	-17	-4	5	-5	3
O=C(/C=C/c1ccccc1)N1CCN(Cc2nc3ccccc3c(=O)[nH]2)CC1	3.3	-2	0.0	9	9	-6	5	0	-14	-6
CC(C)(C)S(=O)N1Cc2cc(CO)cc(-c3ccccc3)c2[C@H]1CCO (stereo partly specified)	-1.9	x	1.2	1	x	-8	27	x	6	2
O=C(Nc1ccc(S(=O)(=O)Nc2nccs2)cc1)c1ccc(F)cc1	-0.4	-4	0.2	-3	29	5	12	0	-5	6
Cc1ccccc1SCC(=O)NNC(=O)c1ccccc1O	-0.1	-3	-1.0	-1	12	1	39*	-5	2	-25
COc1cccc(OCC(O)CN2CCN(c3ccccn3)CC2)c1 (stereo unspecified)	-0.6	2	0.7	16	13	6	-15	0	-6	1
CCN(CC)CCCNC(=O)/C=C/C(=O)O	i	-2	0.8	-1	0	-9	4	1	-2	-4
COc1ccccc1NS(=O)(=O)c1ccc(O)c(NC(=S)NCC2CCCO2)c1 (stereo unspecified)	2.8	0	0.7	1	2	5	15	-8	-5	-14
COc1ccccc1-c1c(C)nn2c(NCCN3CCCC3)cc(C)nc12	-0.3	-2	1.3	-1	32	8	1	1	4	-6
Cn1c(=O)c2c(nc(C(O)c3ccccc3)n2C)n(C)c1=O (stereo unspecified)	x	x	-0.4	3	x	-2	8	x	-7	5
O=S(=O)(NCCn1ccc2ccccc21)c1ccccc1	-0.3	2	3.3	17	7	-3	-6	-29	5	-7
Cc1ccc(S(=O)(=O)NN2C(=O)/C(=C\c3ccc(Cl)cc3)SC2=S)cc1	-0.5	2	1.9	6	-20	-5	-14	-4	0	-1
Cc1cc(=O)oc2c3c(cc(OCC(=O)NCCC(=O)O)c12)OC(C)(C)CC3	i	1	-0.2	-6	46	6	-224	x	-2	1
CCN1C(=O)[C@H]2[C@@H](c3ccc(-c4ccc(OC)cc4)c(OC)c3)N[C@@](CC(C)C)(C(=O)OC)[C@H]2C1=O	i	x	4.9	-3	x	3	-11	2	-6	6
COc1ccc([N+](=O)[O-])cc1NC1CCN(C(=O)c2cccs2)CC1	i	-4	-1.0	0	-3	7	5	-9	-19	-23
Cc1ccc(-n2nnnc2SCC(=O)N2Cc3ccccc3CC2C(=O)O)cc1 (stereo unspecified)	-0.6	5	-2.4	-7	9	-1	6	8	10	-6
O=C1CCCN1c1ccc(S(=O)(=O)N2CCC(c3ccccc3)CC2)cc1	-0.4	2	x	1	-16	2	-9	5	1	-7
CCOc1ccc(CCNC(=O)c2cccc(N3CCCC3=O)c2)cc1OCC	i	3	x	7	16	9	8	7	0	7
CC(C)COC(=O)N1CCCC(c2cc(C(=O)Nc3ccccc3Cl)no2)C1 (stereo unspecified)	i	x	2.2	32	x	x	16	x	-1	x
CCCCN(C)C(=O)c1ccc2c(c1)S(=O)(=O)c1ccccc1C2=O	-0.3	4	0.9	10	10	0	-1	-7	-44	8
NC(=S)N/N=C/c1c[nH]c2ccc(OCc3ccccc3)cc12	i	-6	x	-5	25	14	x	0	x	x

Taken from the entries so far, seven compounds:
SMILES	BH1578 lux ind	3CLpro inhibitor	TcdB inh	Yp Topo-I inh	VHR inh abs	MazEF act	CCHF vOTU inh	Rv3671c protease	PrPC TRFRET	PriA SSB inh
COc1ccc([N+](=O)[O-])cc1NC1CCN(C(=O)c2cccs2)CC1	i	-4	-1.0	0	-3	7	5	-9	-19	-23
Cc1ccc(-n2nnnc2SCC(=O)N2Cc3ccccc3CC2C(=O)O)cc1 (stereo unspecified)	-0.6	5	-2.4	-7	9	-1	6	8	10	-6
O=C1CCCN1c1ccc(S(=O)(=O)N2CCC(c3ccccc3)CC2)cc1	-0.4	2	x	1	-16	2	-9	5	1	-7
CCOc1ccc(CCNC(=O)c2cccc(N3CCCC3=O)c2)cc1OCC	i	3	x	7	16	9	8	7	0	7
CC(C)COC(=O)N1CCCC(c2cc(C(=O)Nc3ccccc3Cl)no2)C1 (stereo unspecified)	i	x	2.2	32	x	x	16	x	-1	x
CCCCN(C)C(=O)c1ccc2c(c1)S(=O)(=O)c1ccccc1C2=O	-0.3	4	0.9	10	10	0	-1	-7	-44	8
NC(=S)N/N=C/c1c[nH]c2ccc(OCc3ccccc3)cc12	i	-6	x	-5	25	14	x	0	x	x

Next section.
SMILES	BH1578 lux ind	3CLpro inhibitor	TcdB inh	Yp Topo-I inh	VHR inh abs	MazEF act	CCHF vOTU inh	Rv3671c protease	PrPC TRFRET	PriA SSB inh
COc1ccc(F)cc1C(=O)C1CCCN(Cc2ccc(Oc3ncccn3)cc2)C1 (stereo unspecified)	-0.2	4	0.9	9	40	-10	-4	-3	-7	-7
Cc1ccc(-n2c(CCC(=O)O)ccc2-c2cccs2)cc1C	-0.6	5	x	-1	16	-19	7	-15	6	10
Cc1nc2ccc(C(=O)N3CCN(C(=O)c4ccco4)CC3)cn2c1N(C)C(=O)CCc1ccccc1	-0.8	x	-5.4	-3	x	x	5	x	5	x
Cc1cc(NS(=O)(=O)c2ccc(NC(=O)C(C)Oc3cc(C)c(Cl)c(C)c3)cc2)no1 (stereo unspecified)	-0.6	9	0.3	13	-2	6	14	-5	8	-6
COC(=O)C1CCN(C(=O)Cn2nnc(-c3cccc(F)c3)n2)CC1	i	1	0.0	-8	1	0	0	-2	6	1
O=C(Cc1cccc2ccccc12)NCC(=O)Nc1ccccc1F	i	4	1.5	-3	28	3	18	1	-5	-3
O=C(OCc1ccccc1)/C(=C/c1cccc2ccccc12)NC(=O)c1ccccc1	-4.1	1	x	0	-1	2	-20	12	11	3
CC(C)(C)c1nc(SCC(=O)NCc2ccco2)c2ccccc2n1	x	0	x	8	14	-12	0	-2	19	5
COCC(=O)Oc1c(S(=O)(=O)c2ccccc2)c(C)nn1C(C)(C)C	i	-1	1.0	0	-8	-3	8	-10	11	3
N#Cc1ccc(-c2ccccc2)nc1SCCN1CCOCC1	-0.5	4	1.8	1	3	1	0	-12	-5	-19
Cc1ccccc1NC(=S)NNC(=O)c1ccncc1	-0.3	1	-1.4	11	29	2	9	11	-6	3&-18
COc1ccc(NC(=S)N2CCC(N(C)CC3CCCO3)CC2)cc1 (stereo unspecified)	7.1	-1	x	3	18	2	-4	-5	10	-9
CCN(Cc1ccccc1)C(=O)CC(=O)N(CC)Cc1ccccc1	i	-3	-0.4	1	1	8	10	11	-11	-7
CC1CNCCN1S(=O)(=O)c1cccc2cnccc12 (stereo unspecified)	1.1	-1	1.0&1.4	-8&4	16	1&10	-1&2	-3&-12	-8&9	2
Cc1cc(C)cc(NC(=S)N(Cc2ccc(Cl)cc2)Cc2ccc(C(=O)O)cc2)c1	i	3	-0.2	1	16	-5	3	-5	-2	-2
CC(=O)n1cc([C@H]2C=C(C(=O)N3CCN(Cc4ccc5c(c4)OCO5)CC3)O[C@@H](OCCCCO)C2)c2ccccc21	-0.5	2	0.6&-0.3	17	16	5	5	2	-6	9
CCCCCNC(=O)c1cc(S(=O)(=O)N2CCCC2)ccc1F	-0.5	-1	x	1	-8	2	-8	-8	10	-11
CC(C)N1C(=O)CCC1C(=O)NCCc1ccc(Cl)cc1 (stereo unspecified)	-0.1	-3	0.6	-8	0	10	5	7	3	-7
COc1cc(C(=O)N/C(=C\c2cn(S(=O)(=O)N(C)C)c3ccccc23)C(=O)N2CCCC2)cc(OC)c1OC	i	5	1.9	28	-37	2	1	1	-4	7

Assay outcomes from PubChem.
